Assay outcomes (PubChem)
RAD54 branch: blocks human RAD54 Holliday junction branch migration. Q92698. FAM/BHQ fluorescence. inhibition, % at 10.4 µM. 360,000 tested, 0.14% active. AID 602329;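 active = mean normalized replicate activity at least 40 and at least half of replicates scoring 40 or more; inconclusive = only one of the two criteria met; inactive = mean below 40 and under half of replicates reaching 40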;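 note: 0% = median of neutral control wells and 100% = median of positive control wells; inhibitors cause a drop in the FAM fluorescence signal; in these data hits start at about 50%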
RAD52 anneal inh: RAD52 (human) annealing inhibition; P43351; recombinant RAD52 DNA annealing, FRET fluorescence; inhibition, % at 18.7 µM; 360,000 tested, 0.46% active; AID 651710;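 active = every replicate showing at least 50% inhibition; inconclusive = mean inhibition at least 50% but not in every replicate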
Target sequence (P43351 whole entry, looked up): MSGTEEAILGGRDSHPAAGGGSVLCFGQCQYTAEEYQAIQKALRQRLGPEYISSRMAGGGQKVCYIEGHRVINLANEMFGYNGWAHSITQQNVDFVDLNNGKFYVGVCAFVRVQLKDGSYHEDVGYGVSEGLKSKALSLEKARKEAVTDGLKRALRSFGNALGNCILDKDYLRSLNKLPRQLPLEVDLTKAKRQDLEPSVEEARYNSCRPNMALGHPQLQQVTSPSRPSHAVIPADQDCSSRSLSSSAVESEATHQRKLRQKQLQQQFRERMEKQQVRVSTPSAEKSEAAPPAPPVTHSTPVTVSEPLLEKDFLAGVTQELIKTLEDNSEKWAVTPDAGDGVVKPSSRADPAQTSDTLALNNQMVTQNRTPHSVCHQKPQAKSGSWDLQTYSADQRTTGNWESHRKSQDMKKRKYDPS
E-selectin induc: E-selectin induction on HUVECs. P16581. HUVEC E-selectin immunofluorescence imaging; normalized: neutral wells 0, TNF-alpha wells 100. AID 686992. 260,000 tested, 0.37% active. activation, % at 7.58 µM;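 active = mean E-selectin-positive cell signal at least 10% of the positive control, reached in at least 60% of replicates, without over 20% cell loss; inconclusive = no rule given, readout overlaps actives, possibly toxicity-flagged; inactive = the rest, including those meeting only one limit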;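 note: in these data hits start at about 27%; measured in HUVEC primary endothelial cells; signal is the percent of cells scored E-selectin positive by PE staining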
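Test system: HUVEC | Signal: Immunofluorescence imaging | Read-out: Percent E-selectin-positive cells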
ERp5 inh: blocks human ERp5 reductase activity on insulin. ERp5 insulin aggregation, absorbance 650 nm, 90 min. inhibition, % at 9.99 µM. 350,000 tested, 0.05% active;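 active = mean replicate inhibition above about 25%, with every replicate also reaching it, limit read from the data, passing the limit was not always enough; inconclusive = only one of those two criteria met; inactive = neither criterion met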
Target sequence (Q15084 whole entry, looked up): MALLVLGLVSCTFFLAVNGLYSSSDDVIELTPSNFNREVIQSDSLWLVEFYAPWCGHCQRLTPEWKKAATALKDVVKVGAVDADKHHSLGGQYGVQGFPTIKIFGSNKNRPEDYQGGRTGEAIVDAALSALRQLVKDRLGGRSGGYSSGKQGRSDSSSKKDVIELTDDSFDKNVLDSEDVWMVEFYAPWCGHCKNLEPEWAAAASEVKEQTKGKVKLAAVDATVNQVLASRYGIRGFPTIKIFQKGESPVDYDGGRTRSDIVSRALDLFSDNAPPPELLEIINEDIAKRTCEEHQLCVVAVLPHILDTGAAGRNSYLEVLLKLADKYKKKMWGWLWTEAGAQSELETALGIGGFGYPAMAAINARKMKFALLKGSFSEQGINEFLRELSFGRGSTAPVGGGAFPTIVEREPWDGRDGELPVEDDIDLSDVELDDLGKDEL
ARNT-TACC3 inh: disrupts binding between human ARNT and TACC3; Q9Y6A5; 390,000 tested, 0.66% active; inhibition, % at 9.99 µM; AlphaScreen His-ARNT PAS-B/GST-TACC3 binding, luminescence; TACC3 fragment carries E629A point mutation;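 active = mean inhibition of replicates at least 50% and at least half of replicates each reaching 50%; inconclusive = half or more replicates reach 50% but mean below 50%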;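 note: 0% = complete ARNT plus TACC3 wells and 100% = ARNT alone without TACC3; many hits fall short of the cut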
Casp6 inh: inhibitors of human caspase-6; purified caspase-6, Z-VEID-R110 cleavage fluorescence; inhibition, % at 12.5 µM; 350,000 tested, 0.53% active;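 active = mean inhibition across replicates at least about 35%, with every replicate also reaching that limit, limit read from the data; inconclusive = only one of the two criteria met; inactive = neither criterion met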;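 note: 0% = median of neutral control wells and 100% = no fluorescence left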
PglD DTNB: PglD (C. jejuni) enzyme inhibition; purified PglD enzyme, DTNB colorimetric CoA detection; AID 602405; 360,000 tested, 0.098% active; inhibition, % at 12.5 µM; in the data active = inhibition above about 16%, passing the limit was not always enough; inconclusive = no clear call, values can overlap the other calls; note: strong numbers were not always called active
esBAF inh: inhibitors of esBAF chromatin remodeling in mouse ES cells; 350,000 tested, 2% active; reporter increase, % at 12.5 µM; Bmi1-luciferase knock-in reporter, 24 h; 100% = twice the neutral-well signal; in the data active = activation above about 40%; inconclusive = no clear call, values can overlap the other calls;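 note: 0% = median of the plate's neutral control wells and 100% = double that signal; a rise in the Bmi1 reporter signal indicates esBAF inhibition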
Starred values were filed as active, the others as inactive; ? = inconclusive; · = no result given.

SMILES	RAD54 branch	RAD52 anneal inh	E-selectin induc	ERp5 inh	ARNT-TACC3 inh	Casp6 inh	PglD DTNB	esBAF inh
CCC(=O)N1CCc2cc(S(=O)(=O)CCC(=O)NCc3ccc4c(c3)OCO4)ccc21	5	·	·	·	-3	·	2	-1
CNC(=S)Nc1ccc(Cc2ccncc2)cc1	-5	-18	0.7	-1	0	-2	1	-6
COC(=O)c1cc(Br)ccc1NC(=O)Nc1ccccc1	5	-8	0.2	-3	-6	-1	-1	-4
Fc1ccc2cnc(-c3ccccc3)c(-c3cc(C(F)(F)F)cc(C(F)(F)F)c3)c2c1	9	-41	·	3	0	0	2	7
COCC(=O)N1CC[C@@H]2[C@@H](CO)Nc3ccc(-c4ccc(C#N)cc4)cc3[C@@H]21	-6	·	-0.5	·	·	·	2	-2
Cc1ccc(S(=O)(=O)N(C)C[C@H]2OCCCC[C@H](C)Oc3ccc(NC(=O)Nc4ccc5c(c4)OCO5)cc3C(=O)N([C@H](C)CO)C[C@@H]2C)cc1	4	-8	·	5	28	-1	2	10
Cc1cc(C)c(NC(=O)CN2CCN3CCCC3C2)c(C)c1 (centres undefined)	-1	-12	0.0	2	0	0	4	·
Cc1nnc(SCC(=O)c2ccccc2F)n1Cc1ccccc1	·	-10	-0.5	9	-7	-4	·	·
O=C(O)c1cccnc1Sc1ccc(Br)cc1	-8	-17	·	1	-4	-2	-1	-3
Cc1ccc(S(=O)(=O)NCC[C@@H]2CC[C@@H](NC(=O)Nc3ccccc3F)[C@H](CO)O2)cc1	7	4	-0.9	2	-11	1	0	-2
CN(C(=O)C1Cc2c(-c3ccc(Cl)cc3)ccnc2O1)c1ccccc1 (centres undefined)	-3	5	·	-4	·	3	0	-3
O=C(Nc1cc(F)ccc1F)N1CC(=O)N2[C@H](C1)[C@H](c1ccc(C#CC3CCCCC3)cc1)[C@@H]2CO	·	-15	-0.3	0	·	-2	·	·
O=[N+]([O-])c1ccc(S(=O)(=O)Nc2ccc3c(c2)OCCO3)cc1	2	-4	·	4	6	-1	-3	0
O=C1NC(Cc2ccccc2)c2nc3cc(Cl)ccc3c(=O)n2-c2ncccc21 (centres undefined)	7	-3	·	-4	·	15	1	2
CC(=O)Nc1ccc2c(c1)C(=O)N(C)[C@@H]1CC[C@@H](CC(=O)NCc3ccc(F)cc3)O[C@@H]1CO2	-2	14	0.1	0	6	-6	-3	-7
COc1cccc(NC(=O)N[C@H]2C=C[C@@H](CC(=O)NCc3ccncn3)O[C@H]2CO)c1	-6	5	0.0	-2	-11	0	7	-4
C[C@@H]1CN([C@@H](C)CO)C(=O)Cc2cc(N(C)C)ccc2O[C@H]1CN(C)Cc1ccc(Cl)c(Cl)c1	3	31	0.0	-2	31	3	1	-2
COc1cc(/C=C/c2cc[n+](C)cc2)ccc1OCC(=O)Nc1ccc(Cl)c(Cl)c1	-3	69*	·	10	·	-124	-11	17
COc1ccc(CNC(=O)c2cc3c(c(-c4cccc(-c5ccc(C#N)cc5)c4)n2)[C@H](CCO)N([S@@](=O)C(C)(C)C)C3)cc1	-3	26	5.4	-1	13	-3	3	8
Cc1cc(C)cc(OCC(=O)NNC(=S)NC(=O)C2CC2)c1	1	-6	-0.2	1	5	0	-1	4
O=C(Nc1ccccc1)OCCCCOC(=O)Nc1ccccc1	2	-16	0.5	-13	-4	-2	2	-2
Cc1cccc2[nH]c(SCC(=O)O)nc12	·	-20	·	-7	0	7	·	-11
CC(=O)Nc1ccc2c(c1)C(=O)N(C)[C@@H]1CC[C@H](CC(=O)NCc3ccc(F)cc3)O[C@H]1CO2	-2	16	0.0	3	-1	-4	-4	-4
CC(=O)c1cccc(NC(=O)c2cc(C)no2)c1	-3	-9	-1.5	-1	-3	-1	-1	-18
O=C1NCCN1CCNS(=O)(=O)c1cc(C(F)(F)F)cc(C(F)(F)F)c1	-7	1	0.6	-2	-4	-2	4	3

(listing goes on)
SMILES	RAD54 branch	RAD52 anneal inh	E-selectin induc	ERp5 inh	ARNT-TACC3 inh	Casp6 inh	PglD DTNB	esBAF inh
O=C(COc1ccc(Cl)cc1Cl)NCc1ccco1	7	·	·	·	1	·	3	24
COC1=CC(=O)OC(c2cccc(OC)c2)C1 (centres undefined)	·	-6	0.0	0	·	0	·	·
O=C(c1cnn2c(C(F)F)cc(C3CC3)nc12)N1CCc2ccccc2C1	5	·	·	·	4	·	1	-3
c1ccc(C2(c3ccccc3)OCC(Cn3cncn3)O2)cc1 (centres undefined)	-6	·	·	·	-6	·	1	-6
COC(=O)[C@]12C[C@H](CC(=O)NCc3cccc4ccccc34)C(=O)N(CCC3=CCCCC3)C1=C[C@H](C(C)(C)C)O[C@@H]2C	·	-6	-0.2	4	·	2	·	·
O=C(c1ccccc1)c1cnc(Nc2ccc(Cl)c(Cl)c2)s1	0	·	·	·	-1	·	-3	-1
CC(=O)c1sc(NC(=O)CCNC(=O)c2ccco2)nc1-c1ccccc1	4	-15	-0.1	6	-1	3	-12	-8
CO[C@@H]1CN(C)C(=O)c2cc(NC(=O)c3ccccc3)ccc2OC[C@H](C)N(C(=O)CN(C)C)C[C@@H]1C	·	-1	-0.2	-5	·	·	·	5
COc1ccc(-c2cnc3c(c2)C(=O)N([C@@H](C)CO)C[C@@H](C)[C@H](CN(C)Cc2ccccc2)O3)cc1	5	3	0.7	18	-1	-1	1	-8
COc1ccc(C2CC(=O)C(c3ccc(C#N)cc3)=CN2Cc2ccccc2)cc1 (centres undefined)	·	-7	-0.2	3	·	-2	·	·
CO[C@H]1CC[C@H]2CCN(C)C(=O)[C@H](C)[C@@H](OC)CN(C)C(=O)c3cc(C#N)ccc3OC[C@@H]1O2	1	-8	-0.1	-2	4	-108	1	-1
Cc1ccc(OCC(=O)Nc2cccc(C)n2)c(C)c1	-1	·	·	·	-6	·	6	-8
Cc1ccc(NC(=O)c2sc3nc(CCl)[nH]c(=O)c3c2C)c(C)c1	·	-27	·	-1	4	0	·	·
Cc1cc(OCC(=O)NCCCN(C)C)cc(C)c1Br	-3	·	·	·	1	·	8	3
S=c1[nH]nc(Cc2ccc(Cl)cc2)n1-c1ccc2c(c1)OCCO2	·	4	·	5	-2	8	·	·
O=C(Nc1ccc([N+](=O)[O-])cn1)c1ccc(Br)o1	-3	·	·	·	1	·	3	?
O=C(C1CCOCC1)N1C[C@H]2[C@@H](c3ccccc31)[C@@H](CO)N2C(=O)Cc1ccccn1	0	-12	0.1	2	7	-3	0	2
O=[N+]([O-])c1ccc(O)c(/C=N/NC(=S)Nc2ccc(Cl)cc2Cl)c1	-7	-4	·	6	12	13	-6	·
Cc1c(C(=O)OCC(=O)NC2CC2)oc2ccc(Br)cc12	15	-15	0.4	8	5	-3	-2	3
N#Cc1c(N)nc2c(c1-c1ccc(F)cc1)c(=O)nc1sccn12	4	-13	-0.2	-1	0	0	-5	-4
Cc1ccc(C(C)C)c(OCC(=O)NC2CCN(C)CC2)c1	3	-7	-0.1	9	1	-15	-1	-2
CNc1nc(-c2ccc3c(c2)CCN3C(=O)c2cccc(F)c2)cs1	·	-28	0.3	8	26	-4	·	·
COc1ccc(C(=O)OCC(=O)Nc2cc(C)on2)c(OC)c1OC	3	3	-0.1	6	-2	2	3	17
COc1ccc(N(CC(=O)NCCC2=CCCCC2)S(=O)(=O)c2ccccc2F)cc1	-14	-18	3.2	5	-9	-2	3	-12
C[C@@H]1CN([C@H](C)CO)C(=O)CCCn2nncc2CO[C@@H]1CN(C)CC1CCCC1	-2	6	0.1	4	-9	-2	0	-1

New compounds follow
SMILES	RAD54 branch	RAD52 anneal inh	E-selectin induc	ERp5 inh	ARNT-TACC3 inh	Casp6 inh	PglD DTNB	esBAF inh
C[C@@H](NC(=O)C[C@@H]1CC[C@@H](NS(=O)(=O)c2cccc(F)c2)[C@@H](CO)O1)c1ccccc1	4	8	-0.2	4	-2	3	-1	0
c1ccc(Nc2nc(NCCN3CCOCC3)nc(Nc3ccccc3)n2)cc1	6	-4	-0.1	4	11	-9	-7	-1
O=C(NC1CCC1)[C@H]1[C@H](CO)[C@H]2Cn3c(ccc(C4=CCCCC4)c3=O)[C@H]2N1C(=O)C1CCOCC1	1	-27	0.0	1	-7	0	3	-4
CCOC(=O)C1=C(COC(=O)c2ccccc2OC(F)F)NC(=O)NC1C (centres undefined)	13	-7	-0.1	10	-5	1	9	3
C#CCSc1nnc(-c2c[nH]c3ccccc23)n1C	-8	-4	2.3	-1	-23	2	8	15
CNC(=O)C[C@H]1CC[C@H]2[C@H](COc3ccc(NC(=O)c4cscn4)cc3C(=O)N2C)O1	-2	·	0.0	·	7	·	0	-3
Cc1ccc(OCC(=O)Nc2cc(Cl)ccc2-n2cncn2)c(C)c1	-10	-26	1.5	-5	·	0	-10	27
N/C(=N\OC(=O)COc1ccccc1)c1ccncc1	·	-6	·	6	-4	0	·	·
C[C@@H]1CCCCO[C@H](CN(C)C(=O)Nc2ccccc2)[C@@H](C)CN([C@@H](C)CO)C(=O)c2cc(NC(=O)Cc3ccccc3)ccc2O1	-8	-11	·	4	-8	2	2	-1
Cc1ccc(C(=O)NC(Cc2ccccc2C(F)(F)F)C(=O)O)cc1 (centres undefined)	-5	-17	0.0	2	-1	2	1	-5
C[C@@H]1CN([C@H](C)CO)C(=O)c2cc(C#C[C@@H](C)O)cnc2O[C@H]1CN(C)CC1CCCC1	6	3	0.2	-3	-6	1	16	-6
CCCOc1ccc(C(C)=O)cc1CC(C(N)=O)C(N)=O	5	·	·	·	-5	·	6	-1
S=C(Nc1ccc(Cl)cc1)NC1CC2CCC(C1)N2Cc1ccccc1 (centres undefined)	·	2	·	-1	5	-4	·	3

Another view of some results above.
canonical_smiles,RAD54 branch,RAD52 anneal inh,E-selectin induc,ERp5 inh,ARNT-TACC3 inh,Casp6 inh,PglD DTNB,esBAF inh
CCOC(=O)C1=C(COC(=O)c2ccccc2OC(F)F)NC(=O)NC1C (centres undefined),13,-7,-0.1,10,-5,1,9,3
C#CCSc1nnc(-c2c[nH]c3ccccc23)n1C,-8,-4,2.3,-1,-23,2,8,15
CNC(=O)C[C@H]1CC[C@H]2[C@H](COc3ccc(NC(=O)c4cscn4)cc3C(=O)N2C)O1,-2,·,0.0,·,7,·,0,-3
Cc1ccc(OCC(=O)Nc2cc(Cl)ccc2-n2cncn2)c(C)c1,-10,-26,1.5,-5,·,0,-10,27
N/C(=N\OC(=O)COc1ccccc1)c1ccncc1,·,-6,·,6,-4,0,·,·
C[C@@H]1CCCCO[C@H](CN(C)C(=O)Nc2ccccc2)[C@@H](C)CN([C@@H](C)CO)C(=O)c2cc(NC(=O)Cc3ccccc3)ccc2O1,-8,-11,·,4,-8,2,2,-1
Cc1ccc(C(=O)NC(Cc2ccccc2C(F)(F)F)C(=O)O)cc1 (centres undefined),-5,-17,0.0,2,-1,2,1,-5
C[C@@H]1CN([C@H](C)CO)C(=O)c2cc(C#C[C@@H](C)O)cnc2O[C@H]1CN(C)CC1CCCC1,6,3,0.2,-3,-6,1,16,-6
CCCOc1ccc(C(C)=O)cc1CC(C(N)=O)C(N)=O,5,·,·,·,-5,·,6,-1
S=C(Nc1ccc(Cl)cc1)NC1CC2CCC(C1)N2Cc1ccccc1 (centres undefined),·,2,·,-1,5,-4,·,3
